Compound activity as filed in PubChem.
FXIa mix inh: FXIa protease inhibitors in compound pools, primary screen, biochemical, 10-compound mixtures; Coagulation factor XI (Homo sapiens), P03951; purified FXIa, fluorogenic substrate, pooled mixtures; inhibition, % at 5 µM; 62,000 compounds, 0.19% hits; AID 680, 2007;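 note: each value is inhibition by a whole ten-compound pool holding the compound; 0% = enzyme with no mixture and 100% = wells lacking enzyme; strong numbers were not always called active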
Target sequence (P03951 19-387 limits assumed): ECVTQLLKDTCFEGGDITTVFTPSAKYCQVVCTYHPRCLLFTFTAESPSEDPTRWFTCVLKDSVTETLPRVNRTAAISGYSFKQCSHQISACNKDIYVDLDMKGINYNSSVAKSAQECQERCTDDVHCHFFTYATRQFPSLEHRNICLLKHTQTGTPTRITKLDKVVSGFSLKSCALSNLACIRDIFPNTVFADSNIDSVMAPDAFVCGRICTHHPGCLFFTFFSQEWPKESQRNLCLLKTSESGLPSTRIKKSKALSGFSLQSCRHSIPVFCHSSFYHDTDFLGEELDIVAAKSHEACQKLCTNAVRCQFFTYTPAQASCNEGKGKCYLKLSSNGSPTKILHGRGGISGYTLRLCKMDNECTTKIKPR
Target sequence (P03951 388-625 limits assumed): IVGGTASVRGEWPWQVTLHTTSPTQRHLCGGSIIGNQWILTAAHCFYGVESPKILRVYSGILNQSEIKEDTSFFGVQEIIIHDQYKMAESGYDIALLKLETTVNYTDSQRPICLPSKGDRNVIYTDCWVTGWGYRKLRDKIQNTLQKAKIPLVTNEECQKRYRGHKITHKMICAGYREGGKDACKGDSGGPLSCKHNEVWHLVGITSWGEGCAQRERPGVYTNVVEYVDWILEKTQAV
CatB inh: human cathepsin B inhibitors, primary screen, biochemical, fluorogenic substrate; inhibition, %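 (tested at 10 µM)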; purified cathepsin B, fluorescence; 63,000 compounds, 0.1% hits; in the data active = inhibition above about 21%;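 note: 0% = enzyme with no compound and 100% = no enzyme blank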
CatL inh: inhibitors of human cathepsin L, biochemical; Procathepsin L (Homo sapiens), P07711; purified cathepsin L, fluorogenic substrate, fluorescence; inhibition, %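 (tested at 10 µM)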; 58,000 compounds, 0.17% hits; AID 460, 2006; in the data active = inhibition above about 45%;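 note: 0% = enzyme with no compound and 100% = no enzyme blank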
A340 absorber: compound light absorbance at 340 nm, profiling panel, artefact control, biochemical, MLSMR library, data from PS, PMK, MK assays; compound absorbance at 340 nm, fold over control; fold change at 10 µM; 65,000 tested, under 10 active; AID 708, 2007;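 active = at 10 µM dose, initial 340 nm absorbance at least 2 fold that of control wells; inactive = change under 2 fold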;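 note: initial absorbance extrapolated from kinetic A340 decline of NADH oxidation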
Cathepsin G inh: human cathepsin G inhibitors, primary screen, biochemical, pooled compound mixtures, AMC fluorescence. 62,000 compounds, 0.2% hits. inhibition, % at 5 µM (by protocol). purified enzyme, AMC-tetrapeptide fluorescence. P08311;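 active = inhibition above 20% in each of the two mixture wells holding the compound; inactive = inhibition of 20% or less in either well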;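 note: 0% = enzyme control without mixture and 100% = blank lacking enzyme; strong numbers were not always called active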
Target sequence (P08311 21-244 limits assumed): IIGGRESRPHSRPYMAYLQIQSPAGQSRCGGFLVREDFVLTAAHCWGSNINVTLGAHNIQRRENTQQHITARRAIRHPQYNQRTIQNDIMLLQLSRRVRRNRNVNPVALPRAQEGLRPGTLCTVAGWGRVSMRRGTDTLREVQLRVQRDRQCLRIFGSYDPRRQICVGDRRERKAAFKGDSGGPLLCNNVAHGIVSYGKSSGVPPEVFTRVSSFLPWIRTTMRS
C1s inh: complement C1s protease inhibitors, primary screen, biochemical, 10-compound mixtures; Complement C1s subcomponent (Homo sapiens), P09871; purified C1s, fluorogenic AMC substrate, pooled mixtures; mean inhibition % of two 10-compound mixtures (stronger effect = higher value), % at 5 µM (by protocol); 62,000 compounds, 0.16% hits; AID 538, 2006;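 active = inhibition above 20% in each of the two 10-compound mixture wells holding the compound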;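 note: 0% = enzyme wells lacking compound mixture and 100% = no-enzyme blank wells; some compounds called inactive have numbers as strong as hits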
CatB mixtures: cathepsin B inhibitors from pooled compounds, primary screen, biochemical, compound mixtures, AMC fluorescence. Purified cathepsin B, AMC dipeptide fluorescence. 62,000 compounds, 0.06% hits. AID 488, 2006. inhibition, %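 (ten-compound pools at 5 µM per compound and 50 µM total)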. P07858; in the data active = inhibition above about 22%, passing the limit was not always enough;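 note: 0% = enzyme without compound and 100% = no enzyme blank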
CatS inh: inhibitors of human cathepsin S, biochemical, compound mixtures | recombinant cathepsin S, AMC dipeptide fluorescence, pooled mixtures | inhibition, %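 (tested at 5 µM per compound within 10-compound mixtures)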 | 62,000 compounds, 0.06% hits; in the data active = inhibition above about 32%, passing the limit was not always enough;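 note: 0% = enzyme without compound and 100% = blank without enzyme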
Target sequence (P25774 115-331 limits assumed): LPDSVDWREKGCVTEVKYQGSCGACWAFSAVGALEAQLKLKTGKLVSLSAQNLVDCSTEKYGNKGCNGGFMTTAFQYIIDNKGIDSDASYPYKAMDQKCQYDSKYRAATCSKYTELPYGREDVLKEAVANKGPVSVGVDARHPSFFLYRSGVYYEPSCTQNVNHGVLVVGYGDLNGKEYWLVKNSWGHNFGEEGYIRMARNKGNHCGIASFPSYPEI
FXIIa inh mix: human factor XIIa inhibitors, primary screen, biochemical, pooled compound mixtures, fluorogenic substrate. purified FXIIa. AID 684, 2007. inhibition, % at 5 µM. 62,000 compounds, 0.2% hits;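 note: 0% = enzyme without compound and 100% = no enzyme blank; some results filed as inactive read as strong as hits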
An asterisk follows results filed as active; . = no result given. Cut-off read from the data, not from the text of the source, unless noted: active = inhibition above about 20% (passing the limit was not always enough); inactive = the rest.

Results follow in this order: FXIa mix inh, CatB inh, CatL inh, A340 absorber, Cathepsin G inh, C1s inh, CatB mixtures, CatS inh, FXIIa inh mix
- CC1(C)CC(=O)c2c(-c3cccs3)n[nH]c2C1
  4, 3, -3, 1, 7, 0, 0, -1, 10
- O=C(NCc1ccccc1)c1cccc(NC(=O)c2ccco2)c1
  2, 5, 24, 1, 7, 13, 6, 7, 4
- O=C(NCC(=O)N(Cc1cccs1)C(C(=O)NC1CCCC1)c1ccncc1)c1ccco1 (stereo not given)
  9, -2, -1, 1, -2, 1, -1, 0, 14
- Clc1cc2c(c(Cn3cnc4ccccc43)c1)OCOC2
  2, 3, 1, 1, -2, -12, 4, -8, -1
- CC1(CCC#N)N=C(SCCC#N)N(c2ccccc2)C1=O (stereo not given)
  -10, 3, 1, 1, -3, -61, -7, -16, -19
- CCOC(=O)C1CCN(C(=O)CNS(=O)(=O)c2cccs2)CC1
  -10, 7, 14, 1, 6, 1, -2, 16, 10
- Cc1ccc(NS(=O)(=O)c2cc(C(=O)N3CCN(C)CC3)ccc2C)cc1
  6, 1, -14, 1.1, 6, 13, 2, -13, 3
- CCOc1ccccc1C(=O)N1CCC(n2nnc3cc(C)ccc32)CC1
  4, 1, 5, 0.96, 11, 16, 6, -3, 3
- CCOCCCNC(=O)C(C)NS(=O)(=O)c1ccc(C)cc1 (stereo not given)
  0, 6, 11, 1, 7, -10, 0, 7, 0
- COc1ccc(N2CCN(c3oc(-c4ccccc4OC)nc3C#N)CC2)cc1
  -7, 3, 4, 1, 3, -28, -1, -6, 4
- CCOc1ccccc1-n1c(SCC(=O)NC(C)CC)nnc1-c1ccoc1C (stereo not given)
  -10, 2, 7, 0.99, 4, -51, -12, -2, -1
- CN(C)c1ccc(C2NCCS2)cc1 (stereo not given)
  8, 2, 8, 1.1, 14, 18, 8, 5, 1
- COc1ccc(C(=O)Nc2cc(OC)ccc2OC)cc1
  -1, 7, 29, 1, -7, -24, 6, 15, 7
- O=C1CC(c2ccccc2)C(C(=O)Nc2ccccc2F)N1 (stereo not given)
  3, 5, ., 1, 13, 16, 3, 4, 4
- CCCC(=O)N1CC(=O)Nc2ccc(C)cc2C1c1ccc(F)cc1 (stereo not given)
  8, 3, 2, 1, 10, -5, -7, 1, 2
- Cc1ccc(Cl)cc1N1CCN(Cc2nc3c(c(=O)[nH]c(=O)n3C)n2Cc2ccccc2F)CC1
  9, 1, -2, 1.1, 10, 15, 3, -4, -15
- O=C(Nc1ccc2c(c1)OCCO2)C1CCCN(S(=O)(=O)Cc2ccccc2)C1 (stereo not given)
  5, 3, -7, 1, -1, -21, 0, -4, -6
- O=C(NCC1OCCc2ccccc21)c1ccco1 (stereo not given)
  3, -4, 0, 1, 0, -12, 5, 2, 2
- CCOC(=O)Cn1nnc(-c2ccc(S(C)(=O)=O)cc2)n1
  6, 1, -2, 1.1, 0, -5, 6, -3, 3
- Cc1c(NC(=O)Cn2nc(C(F)(F)F)c3c2CCCC3)c(=O)n(-c2ccccc2)n1C
  5, 3, 8, 1, 12, 15, 3, -5, 7
- CCCN(CCC)c1nc(C)cc(C(C#N)c2nc3ccccc3o2)n1 (stereo not given)
  0, 3, -4, 1, -3, -12, -1, -1, 9
- Cn1nnnc1SCC(=O)N1c2ccccc2Sc2ccccc21
  5, -4, 5, 1, 0, 1, 6, 0, 2
- CCC(=O)N1CCc2cc(S(=O)(=O)CCC(=O)NCCC3=CCCCC3)ccc21
  12, 1, -1, 0.99, 3, -13, -2, 0, 14
- Cc1ccc(Nc2nnc(SCc3cc(=O)n4ccsc4n3)s2)c(C)c1
  8, 0, -1, 1.1, 2, 1, 6, -2, 6
- CC(Sc1ncc(C#N)c(N)n1)C(=O)Nc1ccccc1 (stereo not given)
  -5, 5, 1, 1, 12, 14, 4, 1, 3
- CN1CCN(c2cc(=O)n(-c3ccc(Cl)cc3)c(=O)[nH]2)CC1
  -10, 0, 18, 1, 3, -2, -4, 3, -17
- CC(=O)NC(CCS(C)(=O)=O)C(=O)Nc1cccc2ccccc12 (stereo not given)
  -1, 0, 11, 0.99, -11, -24, 2, -2, 2
- O=C(O)CCCC(=O)N(Cc1ccccc1)Cc1ccccc1
  -1, 1, 7, 1, 10, -6, -6, -5, 4
- Cc1cc(C)c2c(N)c(C(=O)N3CCN(c4ncccn4)CC3)sc2n1
  3, -2, -5, 1, 3, 4, 6, -10, 1
- O=C(O)CCC(=O)OCC1CCCO1 (stereo not given)
  -8, 0, 6, 1, 9, -24, -1, 6, -10
- CCC(C)NC(=O)CSc1nnc(-c2ccc(C(C)(C)C)cc2)n1C (stereo not given)
  -1, 1, 14, 0.98, 11, 14, 2, -1, -12
- Cc1nnc(SCCn2c(N3CCN(Cc4ccccc4)CC3)nc3c2c(=O)[nH]c(=O)n3C)s1
  5, 3, -2, 0.99, 9, 11, 11, 2, 10
- Cn1nc(-c2ccc(OCC(=O)NCC3CCCO3)cc2)c2ccccc2c1=O (stereo not given)
  7, 3, -1, 1.1, -9, -35, 2, -6, 4
- CCc1ccc(N2CC34C=CC(O3)C(C(=O)OC)C4C2=O)cc1 (stereo not given)
  10, 2, 9, 1, 0, 6, 11, 9, 1
- CCOC(=O)C1=C(C)NC(=O)NC1c1ccc(OC)c(CN2CCOCC2)c1 (stereo not given)
  1, -1, -4, 1.1, 2, 5, -2, 9, 0
- CCCNC(=O)CS(=O)Cc1nc(-c2cccc(OC)c2)oc1C (stereo not given)
  4, -3, ., 1, -7, -8, 4, 15, 6
- CCN(CC)c1ccc(-c2nn3c(-c4cccnc4)nnc3s2)cc1
  -11, 1, -62, 1, -4, -32, 3, 17, 4
- COc1nc(C)ccc1-c1noc(-c2ccco2)n1
  7, 0, 13, 1, 9, 14, 2, -4, 6
- Cn1cnnc1SC(C(=O)c1ccccc1)c1ccccc1 (stereo not given)
  -2, 4, -10, 1, 9, 3, -7, -5, 7
- Cc1ccc(C=Nc2ccc(N(C)C)cc2)o1
  13, ., 17, 1.1, -2, -3, 1, 34, 5

(further entries)
Compound | FXIa mix inh | CatB inh | CatL inh | A340 absorber | Cathepsin G inh | C1s inh | CatB mixtures | CatS inh | FXIIa inh mix
COc1ccc(C2CC(c3ccc(Cl)cc3Cl)Nc3nc(N)nn32)cc1 (stereo not given) | 6 | 0 | -9 | 0.99 | 4 | -5 | 0 | -1 | 5
COc1ccccc1N1C(=O)C2CC(C)=C(C)CC2C1=O (stereo not given) | 2 | 1 | 5 | 1 | -4 | -48 | 4 | 6 | 10
O=C(CCSc1nnc2scc(-c3ccccc3)n12)Nc1nc(-c2ccccc2)ns1 | 3 | 10 | 2 | 1 | -3 | -1 | 10 | 8 | 21
O=C(NCC(=O)N(CC1CCCO1)C(C(=O)NC1CCCC1)c1cccnc1)c1ccco1 (stereo not given) | 8 | 2 | -5 | 1 | 6 | 2 | 23 | 21 | 5
O=C(O)CCCc1nc(-c2ccccc2)no1 | -47 | 2 | 6 | 0.99 | -29 | -85 | -15 | -30 | 4
O=C(OCc1nnc(-c2ccccc2)o1)c1ccco1 | 0 | 6 | 22 | 1 | 10 | 14 | -1 | 2 | 2
COc1cccc(NC(=O)c2ocnc2C)c1 | -3 | 2 | 3 | 0.98 | 6 | 4 | 2 | 12 | 10
O=S(=O)(c1cccc2cccnc12)n1cnc2ccccc21 | 9 | 3 | 4 | 1 | 5 | 12 | 1 | -4 | -12
CCOC(=O)C1CCN(CC(=O)Nc2c(C(=O)OC)[nH]c3ccc(Cl)cc23)CC1 | -17 | 0 | -11 | 1 | -11 | -115 | -9 | -19 | 6
Fc1ccc(CSc2ncnc3nc[nH]c23)cc1 | 2 | -2 | -1 | 1.1 | 8 | 3 | 2 | -6 | 3
Clc1ccc(Cc2nn3c(Cn4nnc5ccccc54)nnc3s2)cc1 | 2 | 1 | 18 | 1 | 10 | -1 | -7 | 11 | 3
CCc1ccc(N(C(C)=O)C2C=CS(=O)(=O)C2)cc1 (stereo not given) | 5 | 3 | 6 | 1 | 12 | 9 | 4 | 0 | 5
O=C1C(=C2CCCCC2)SC(=S)N1Cc1ccco1 | 11 | 0 | -5 | 1.1 | 1 | -2 | -1 | 3 | 7
CC1CN(C(=O)c2cccc(C(=O)N3CC(C)OC(C)C3)c2)CC(C)O1 (stereo not given) | 4 | 3 | 13 | 0.99 | 8 | 10 | -2 | 0 | 4
COc1cccc(CNc2ccc(F)c(Cl)c2)c1O | 6 | . | -5 | 0.99 | 11 | 13 | 4 | -5 | -1
COc1cccc(C(=O)NCc2cccnc2)c1 | 5 | 2 | 17 | 1 | 11 | 18 | -3 | -1 | 0
CCC(C)[C@@H](C(=O)Nc1ccc2c(c1)OCO2)N1Cc2ccccc2C1=O (stereo not given in full) | 12 | -1 | . | 1 | 16 | 19 | 10 | 6 | 10
COCCn1nnnc1C(c1ccc(OC)cc1)N1CCC(C)CC1 (stereo not given) | 5 | -6 | -1 | 1.1 | 0 | 1 | 4 | -7 | -1
CCN(CC)CCN1C(=O)C(O)=C(C(=O)c2cccs2)C1c1ccccn1 (stereo not given) | 2 | 0 | 17 | 1 | 5 | -25 | 2 | 7 | 1
COCCn1nnnc1C(c1cc2cc(C)ccc2[nH]c1=O)N1CCCCCC1 (stereo not given) | 4 | 8 | -2 | 1.1 | -11 | -8 | 9 | 17 | 1
C=CCNc1nc(-c2ccccc2)nc(-n2ccnc2)n1 | 4 | 6 | -5 | 1 | 10 | 12 | 0 | 2 | -62
Cc1c(C(=O)O)sc2ncn(C)c(=O)c12 | 2 | 2 | 4 | 1 | 10 | 4 | 0 | 11 | -3
COc1cccc(-c2cc(C(F)(F)F)nc(N3CCC(C)CC3)n2)c1 | 2 | -3 | 7 | 1.1 | 6 | -3 | -4 | 1 | -2

Rewritten with values ahead of the structure: part of the list above
FXIa mix inh,CatB inh,CatL inh,A340 absorber,Cathepsin G inh,C1s inh,CatB mixtures,CatS inh,FXIIa inh mix,smiles
6,0,-9,0.99,4,-5,0,-1,5,COc1ccc(C2CC(c3ccc(Cl)cc3Cl)Nc3nc(N)nn32)cc1 (stereo not given)
2,1,5,1,-4,-48,4,6,10,COc1ccccc1N1C(=O)C2CC(C)=C(C)CC2C1=O (stereo not given)
3,10,2,1,-3,-1,10,8,21,O=C(CCSc1nnc2scc(-c3ccccc3)n12)Nc1nc(-c2ccccc2)ns1
8,2,-5,1,6,2,23,21,5,O=C(NCC(=O)N(CC1CCCO1)C(C(=O)NC1CCCC1)c1cccnc1)c1ccco1 (stereo not given)
-47,2,6,0.99,-29,-85,-15,-30,4,O=C(O)CCCc1nc(-c2ccccc2)no1
0,6,22,1,10,14,-1,2,2,O=C(OCc1nnc(-c2ccccc2)o1)c1ccco1
-3,2,3,0.98,6,4,2,12,10,COc1cccc(NC(=O)c2ocnc2C)c1
9,3,4,1,5,12,1,-4,-12,O=S(=O)(c1cccc2cccnc12)n1cnc2ccccc21
-17,0,-11,1,-11,-115,-9,-19,6,CCOC(=O)C1CCN(CC(=O)Nc2c(C(=O)OC)[nH]c3ccc(Cl)cc23)CC1
2,-2,-1,1.1,8,3,2,-6,3,Fc1ccc(CSc2ncnc3nc[nH]c23)cc1
2,1,18,1,10,-1,-7,11,3,Clc1ccc(Cc2nn3c(Cn4nnc5ccccc54)nnc3s2)cc1

This is a subset; the hit share may differ from the screen's.
